# Screens from PubChem BioAssay.
# MsrA act: bovine methionine sulfoxide reductase A activation; purified bovine MsrA, absorbance read-out; activation, % at 10.6 µM; 360,000 compounds, 0.3% hits; AID 602163; in the data active = activation above about 7.5%;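 note: 0% = vehicle and 100% = reference activator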
# MsrA inhibitor: bovine MsrA inhibition | 360,000 compounds, 0.75% hits | inhibition, % at 15.5 µM | purified bovine MsrA, absorbance read-out; in the data active = inhibition above about 4.5%;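 note: 0% = vehicle wells with enzyme and 100% = reference inhibitor wells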
# PABP1 MLLE inh: blocks PAM2 peptide binding to the PABP1 MLLE domain; GST-MLLE / FITC-PAM2 fluorescence polarization; inhibition, % at 20 µM; AID 588489; 360,000 compounds, 0.36% hits; P11940; in the data active = inhibition above about 35%, passing the limit was not always enough;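 note: plate controls were DMSO wells with GST-MLLE for no effect and wells lacking GST-MLLE protein for full effect; some results filed as inactive read as strong as hits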
# CSN inh: inhibitors of human CSN-mediated cullin deneddylation. Q92905. AID 651999. Purified CSN, SCF-Nedd8-OG deneddylation, fluorescence polarization. inhibition, % at 12.5 µM. 360,000 compounds, 0.38% hits;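 active = pattern-corrected inhibition above about 35%, with an unprinted fluorescence ratio check between 0.5 and 1.5, limit read from the data, passing the limit was not always enough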;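 note: 0% = enzyme with substrate and 100% = substrate without enzyme; some results filed as inactive read as strong as hits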
# Target sequence (Q92905 whole entry, looked up, one chain of several): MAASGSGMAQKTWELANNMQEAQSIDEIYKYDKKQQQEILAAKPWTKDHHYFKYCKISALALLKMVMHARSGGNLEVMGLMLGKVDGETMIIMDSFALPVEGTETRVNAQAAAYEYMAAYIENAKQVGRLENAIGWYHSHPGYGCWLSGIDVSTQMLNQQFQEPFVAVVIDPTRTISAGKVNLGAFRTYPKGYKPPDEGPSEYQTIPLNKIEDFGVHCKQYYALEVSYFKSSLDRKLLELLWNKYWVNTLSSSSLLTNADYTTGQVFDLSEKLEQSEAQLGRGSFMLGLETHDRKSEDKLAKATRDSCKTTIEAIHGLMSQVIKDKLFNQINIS
#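 Test system: Human Csn5 produced in HEK293T cells | Compound: 12.5 µM single point | Times: 90 min, room temperature | Signal: Fluorescence polarization readout | Read-out basis: % inhibition of substrate cleavage by Csn5 | Controls: no-enzyme wells high, enzyme-with-substrate wells low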
# Tb MetRS inh: Trypanosoma brucei MetRS inhibition | purified T. brucei MetRS, ATP depletion, Kinase-Glo luminescence | inhibition, % at 11.9 µM | 360,000 compounds, 0.4% hits | AID 624268;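 active = inhibition above a per-plate cutoff of the control wells' mean inhibition plus 3 SD, cut at about 5.5% in these data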;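 note: 0% = DMSO wells median and 100% = median of wells with control inhibitor compound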
#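 Dosing: 11.9 µM single point; system: parasite MetRS enzyme; technique: luminescence of leftover ATP; times: 15 min enzyme-compound preincubation, 2 h reaction, 10 min detection, 25 °C; replicates: each compound tested once; read-out basis: percent inhibition relative to median high and low control wells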
# E coli Lon inh: inhibitors of E. coli Lon protease | P0A9M0 | purified E. coli Lon protease, fluorescence polarization | inhibition, % at 7.94 µM | 360,000 compounds, 0.42% hits | AID 602123; in the data active = inhibition above about 13%, passing the limit was not always enough;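 note: 0% = enzyme with probe and DMSO and 100% = no enzyme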
# FAS TE block: blocks the thioesterase domain of human fatty acid synthase; P49327; recombinant FAS-TE, OMFH fluorogenic substrate, fluorescence endpoint; 360,000 compounds, 0.67% hits; inhibition, % at 15 µM;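 active = compounds whose normalised, plate-corrected inhibition of enzyme fluorescence in the single-dose primary screen is 50% or more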;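 note: 0% = DMSO with enzyme and 100% = substrate without enzyme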
# Rin1 Abl inh: inhibitors of human Rin1-Abl protein interaction; 360,000 compounds, 0.4% hits; inhibition, % at 7.35 µM; TR-FRET Rin1/Abl binding, biochemical; in the data active = inhibition above about 5%, passing the limit was not always enough
# Neddyl block: inhibitors of human cullin neddylation. P61081+Q13564. TR-FRET cullin neddylation, biochemical. calls only at 25 µM. 360,000 compounds, 0.58% hits. AID 651699; in the data active = inhibition above about 36%
# Target sequence (P61081 whole entry, looked up): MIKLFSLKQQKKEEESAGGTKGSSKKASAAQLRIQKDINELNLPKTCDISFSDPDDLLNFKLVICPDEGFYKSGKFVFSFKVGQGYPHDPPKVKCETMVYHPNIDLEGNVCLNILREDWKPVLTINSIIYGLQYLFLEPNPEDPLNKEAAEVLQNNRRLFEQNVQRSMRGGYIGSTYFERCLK
# Target sequence (Q13564 whole entry, looked up): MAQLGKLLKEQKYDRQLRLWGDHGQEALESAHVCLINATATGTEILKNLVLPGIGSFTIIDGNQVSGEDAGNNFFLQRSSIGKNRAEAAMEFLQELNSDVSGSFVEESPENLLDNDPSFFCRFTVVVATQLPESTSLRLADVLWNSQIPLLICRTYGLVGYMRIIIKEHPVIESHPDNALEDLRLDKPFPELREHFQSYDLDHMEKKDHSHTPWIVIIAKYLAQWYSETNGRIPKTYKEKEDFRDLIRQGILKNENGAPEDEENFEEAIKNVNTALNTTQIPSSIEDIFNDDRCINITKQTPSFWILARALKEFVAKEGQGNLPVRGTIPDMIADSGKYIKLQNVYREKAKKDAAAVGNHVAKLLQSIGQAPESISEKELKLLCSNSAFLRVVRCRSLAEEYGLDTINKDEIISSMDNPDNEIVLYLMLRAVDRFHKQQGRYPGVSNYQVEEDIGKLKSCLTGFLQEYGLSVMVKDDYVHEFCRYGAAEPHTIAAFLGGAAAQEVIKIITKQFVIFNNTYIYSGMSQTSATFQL
# Starred values were filed as active, the others as inactive; i = inactive; . = not tested or not shown.
SMILES,MsrA act,MsrA inhibitor,PABP1 MLLE inh,CSN inh,Tb MetRS inh,E coli Lon inh,FAS TE block,Rin1 Abl inh,Neddyl block
O=C(CSc1nnc(-c2ccncc2)n1Cc1ccco1)N1c2ccccc2Sc2ccc(Cl)cc21,-8,1.0,-8,8,-1.3,5,19,0,i
CSc1nnc(C(C)c2ncc(C(F)(F)F)cc2Cl)n1C (stereo not drawn),0,2.2,11,2,-0.1,-2,-3,0,i
COc1cc(/C=C/C(=O)OCC(=O)NC(=O)C2COc3ccccc3O2)ccc1OC(F)F (stereo not drawn),-2,0.4,-5,-3,-0.2,-2,7,2,i
COC(=O)[C@]1(C)N[C@H](CN(C)C(=O)Nc2ccc(C)cc2)[C@@H]2C(=O)N(C)C(=O)[C@@H]21,-4,1.7,16,0,-0.5,-1,-6,-3,i
O=C(c1cccnc1)n1nc(NCc2ccccc2)nc1NCc1ccccc1,-2,2.3,-13,-4,0.3,-11,12,-3,i
CC(=O)c1c(C)[nH]c(C(=O)COC(=O)CNS(=O)(=O)c2ccccc2)c1C,1,-0.4,-15,4,0.0,-8,0,-1,i
COC(=O)c1ccc(C(=O)OC)c(NC(=O)CSc2n[nH]c(N)n2)c1,-3,1.2,-11,3,-0.2,3,-10,0,i
CCN(CC)S(=O)(=O)c1ccc(S(=O)(=O)N2CCC(C(=O)NC3CCN(Cc4ccccc4)CC3)CC2)cc1,-2,.,-12,-1,-0.1,-14,-10,-2,i
CC(CCc1ccccc1)NC(=O)/C=C/c1ccc(Cl)cc1 (stereo not drawn),-3,-0.4,1,1,0.4,4,31,0,i
CC(=O)N(CCc1ccccc1C)Cc1cc2cc(C)ccc2[nH]c1=O,-1,-0.1,-7,0,0.1,-12,5,-2,i
C=CCNC(=S)NNC(=O)c1cccn(Cc2cccc(Cl)c2)c1=O,-5,2.1,-34,-1,-0.3,-14,-4,-8,i
Cc1nn(CC(=O)NC2CC2)c(C)c1S(=O)(=O)N(C)C,0,1.6,-2,5,-0.3,-6,-6,0,i
CCCn1c(=S)[nH]c2cc(C(=O)N3CCN(C(=O)OCC)CC3)ccc2c1=O,-1,0.4,-27,1,0.1,-6,3,0,i
Cc1cc(NC(=O)CN2CCN(S(=O)(=O)c3ccc(Cl)cc3)CC2)no1,2,-0.6,-4,7,0.3,-16,-2,0,i
CCOC(=O)c1[nH]c(C)c(C(=O)Nc2ccccc2C)c1C,-4,0.8,4,-5,-0.1,-10,-6,-2,i
Cc1cc(C(=O)N/N=C/c2ccc(-c3cccc(Cl)c3Cl)o2)n[nH]1,1,0.3,-11,-3,0.0,-1,-8,-2,i
CC(NCCO)C(=O)C12CC3CC(CC(C3)C1)C2 (stereo not drawn),-9,-0.8,-1,3,-1.1,4,-6,1,i
Cc1c(Cl)cccc1NC(=S)NCc1ccccc1,-1,0.7,14,-2,0.3,-17,11,2,i
Cc1cc(C)c(S(=O)(=O)Nc2ccc(C(N)=O)cc2)c(C)c1,0,-0.9,-1,-5,0.4,8,-5,-2,i
COc1ccc(C(O)c2nc(-c3ccncc3)cs2)cc1 (stereo not drawn),-2,-0.9,2,0,-0.2,-6,-12,-1,i
Fc1ccccc1-c1nc(NCC2CC2)nc2ccsc12,3,-0.3,1,3,0.0,-10,8,-3,.
COc1ccc(NC(=S)NCc2ccc(F)cc2)c(OC)c1,1,-0.3,-45,1,0.3,1,-1,2,i
CN(C)C(=S)Nc1ccc2c(c1)OCO2,-2,0.1,11,-1,-0.1,5,-4,3,i
Cc1noc(C)c1S(=O)(=O)N(C)C[C@H]1Oc2ccc(NC(=O)C3CC3)cc2C(=O)N([C@H](C)CO)C[C@@H]1C,0,0.7,5,3,-0.2,-6,-3,4,i
CC1=NC(=O)C(N=Nc2cccc(O)c2)N1c1ccccc1 (stereo not drawn),-7,-0.5,-128,1,-0.8,6,10,4,i
c1cc2c3c(cccc3c1)C(N1CCCCC1)=N2,-3,.,5,-9,-0.4,27*,-16,-7,i
COc1cc2nc(CN(C)Cc3ccc(SC)cc3)[nH]c(=O)c2cc1OC,-1,-1.2,-2,-3,-0.4,-15,-5,-6,i
CCOc1ccccc1NC(=O)C(c1ccccc1)N1CCN(CC(=O)N2CCOCC2)CC1 (stereo not drawn),1,0.5,8,0,0.0,-3,-2,2,i
Cn1cccc1-c1nc2ccccc2n1Cc1ccccc1,-3,3.5,3,2,-0.3,-5,9,0,i
Fc1ccc(CSc2nnc(-c3cc4c(s3)-c3ccccc3CC4)o2)cc1,-1,-0.2,-128,-4,-0.6,7,21,0,.
CCOC(=O)CSc1nc(C)cc(C)n1,-4,-1.4,3,-4,-0.6,1,-10,-3,i
CC(C)(C)NC(=O)c1cccc(NC(=O)Cc2ccc(Br)cc2)c1,-3,0.0,11,0,1.2,6,0,0,i
O=C(Nc1ccc(Cl)c(Cl)c1)c1ccc(Cn2c(=O)[nH]c3ccsc3c2=O)cc1,-3,-0.1,7,-1,-0.1,27*,1,-8,i
S=C1CSc2ccccc2N1,-8,2.5,12,5,-0.1,8,-1,-4,i
N#C/C(=N/Nc1ccc(OC(F)(F)F)cc1)C(N)=S,-5,0.3,41*,-3,1.6,-4,6,-6,i
CCOc1ccc2nc(NC(=O)CN3C(=O)NC4(CCCC4)C3=O)sc2c1,-4,-0.5,7,2,-0.5,0,-4,5,i
C/C(N)=C(/C#N)C(=O)COC(=O)c1ccc(C#N)cc1,-10,-1.1,3,2,-1.9,4,0,3,i
CCCS(=O)(=O)Nc1cccc(-c2cn3c(n2)SCC3)c1,1,-0.7,-3,-3,-0.4,-3,-4,1,i
CCc1ccc2nc(/N=C(\N)NC(=O)c3ccccc3)nc(C)c2c1,-2,-1.1,14,3,-0.2,-4,12,-3,i
Cc1cn([C@H]2C[C@H](O)[C@@H](CNCc3cccn3-c3ccncc3)O2)c(=O)[nH]c1=O,-1,-0.7,6,5,-1.6,7,-11,-1,i
CC(Cc1ccccn1)NC(=O)CCc1nnc(C2CCCCC2)o1 (stereo not drawn),-2,-0.7,-1,-9,0.9,7,-2,1,i
N/C(=N\OC(=O)c1ccc(Cl)cc1)c1ccn[nH]1,-6,1.0,-11,3,-0.4,-4,2,0,i
CN(C(=O)CCCN1C(=O)c2ccccc2C1=O)C1CCCCC1,-2,-0.5,-11,-3,-0.2,0,-2,2,i
CSc1ccc(C(=O)NC2CCSc3ccccc32)cc1 (stereo not drawn),0,-0.5,5,-1,-0.9,-5,1,-5,i
COc1cc(NC(=O)c2sc3ncn(CC(=O)N4CCC(C)CC4)c(=O)c3c2C)cc(OC)c1OC,-3,1.8,-7,-1,-0.2,2,-1,-2,i
Cc1c(OCc2ccccc2)c(=O)ccn1Cc1ccc(Cl)cc1,4,0.1,-10,3,-0.4,0,27,2,i
CCN1/C(=C\C(=S)Nc2ccccc2)Sc2ccccc21,1,1.9,-14,0,0.3,-3,10,0,i
CCN(CC(=O)Nc1cc(Cl)ccc1C)C(=O)C1COc2ccccc2O1 (stereo not drawn),-2,1.9,-46,-4,-0.5,1,5,-2,i

# Entries of single compounds, looked up by structure.
# CCN(CC)S(=O)(=O)c1ccc(S(=O)(=O)N2CCC(C(=O)NC3CCN(Cc4ccccc4)CC3)CC2)cc1 across the screens: MsrA act: -2; MsrA inhibitor: .; PABP1 MLLE inh: -12; CSN inh: -1; Tb MetRS inh: -0.1; E coli Lon inh: -14; FAS TE block: -10; Rin1 Abl inh: -2; Neddyl block: i
# O=C(Nc1ccc(Cl)c(Cl)c1)c1ccc(Cn2c(=O)[nH]c3ccsc3c2=O)cc1 across the screens: MsrA act: -3; MsrA inhibitor: -0.1; PABP1 MLLE inh: 7; CSN inh: -1; Tb MetRS inh: -0.1; E coli Lon inh: 27*; FAS TE block: 1; Rin1 Abl inh: -8; Neddyl block: i
# COc1ccc(NC(=S)NCc2ccc(F)cc2)c(OC)c1 across the screens: MsrA act: 1; MsrA inhibitor: -0.3; PABP1 MLLE inh: -45; CSN inh: 1; Tb MetRS inh: 0.3; E coli Lon inh: 1; FAS TE block: -1; Rin1 Abl inh: 2; Neddyl block: i

# (further entries)
SMILES,MsrA act,MsrA inhibitor,PABP1 MLLE inh,CSN inh,Tb MetRS inh,E coli Lon inh,FAS TE block,Rin1 Abl inh,Neddyl block
C=CCNC(=O)COCc1cc(-c2ccc3c(c2)OCO3)on1,0,0.3,5,2,-0.2,-10,-1,3,i
O=C(NC1CC1)c1ccc(-c2ccc3nccn3c2)cc1,-6,0.8,-94,-2,0.0,-2,-12,-6,i
Cc1ccc2cc(C)c3nnc(SCC(=O)Nc4nc5c(s4)CCCC5)n3c2c1C,-1,1.3,-7,-2,-0.6,2,11,-2,i
COc1ccc(-n2cnc3c(sc4nc(N5CCOCC5)c5c(c43)CCCC5)c2=O)cc1,-5,0.3,9,-4,0.7,-3,63*,-3,i
COCCN1C(=O)C(O)=C(C(C)=O)C1c1ccc(F)cc1 (stereo not drawn),1,2.1,4,-1,0.1,-11,-8,6,i
Cc1cc(C)n(-c2cccc(CN3CCC(CO)(Cc4ccccc4)CC3)c2)n1,-1,-1.8,-11,5,0.5,-1,0,4,i
CCCCNC(=O)Nc1ccc2c(c1)N(C)C(=O)c1ccccc1S2,-3,1.5,-2,1,-1.5,2,4,-2,i
CN(C)c1ccc(CNC(=O)/C=C/[C@H]2O[C@@H](n3cnc4c(NC(=O)c5ccccc5)ncnc43)[C@H](O)[C@@H]2O)cc1,-9,-1.3,-3,1,-1.0,-1,1,0,i
COc1ccc(NC(=O)c2ccccc2C)c(OC)c1,-3,-0.5,-8,5,-0.4,-7,-2,2,i
O=C(c1ccccc1F)N1CCN(Cc2ccccc2F)CC1,-1,0.4,-4,-2,-1.1,0,-6,-1,i
CCCCNC(=O)N1CCOCCOCCN(C(=O)NCCCC)CCOCC1,-2,-0.1,-1,1,-1.4,-4,-4,-3,i
CC1CCCC(NC(=O)COC(=O)[C@@H]2CC(O)CN2S(=O)(=O)c2ccc3c(c2)OCCO3)C1C (stereo partly drawn),-5,-0.9,-52,-11,0.6,-15,-4,-3,i
N#Cc1ccccc1OCC(=O)Nc1cccc(S(=O)(=O)N2CCCC2)c1,5,0.0,-4,0,-0.2,-9,9,-2,i
Cc1ccc(-c2nnn(CC(=O)N(CC(=O)NCC3CCCO3)c3ccccc3)n2)o1 (stereo not drawn),-6,-0.2,8,-6,-1.4,-8,-6,-1,i
COc1cc2c(cc1OC)C(COc1ccccc1OC)N(C(=O)c1ccco1)CC2 (stereo not drawn),-1,-0.8,7,1,-0.1,-9,3,0,i
CCOc1ccccc1N(CC(=O)NCc1ccc(OC)cc1)S(C)(=O)=O,-9,0.8,3,1,-1.9,-2,-6,0,i
COc1ccc(-c2csc(-n3cccn3)n2)cc1,0,1.3,4,3,-1.0,3,15,1,i
CCOC(=O)NC(=O)C(/C=N/c1sccc1C(=O)OC)=C(\C)O,-5,0.4,9,-10,0.1,42*,-3,2,i
CC(C)(C)C1CCc2onc(C(=O)Nc3cccnc3)c2C1 (stereo not drawn),-12,1.1,-1,-1,-0.8,0,7,-3,i
CCCCC(=O)Nc1cccc(NC(=S)NC(=O)COc2ccccc2Cl)c1,-3,0.9,14,-16,0.4,1,16,3,i
CCc1ccccc1NC(=O)N1C2CCCC1CC(NC(=O)C(C)(C)C)C2 (stereo not drawn),-2,-1.3,4,-3,0.4,-5,0,0,i
CC1(C)SC2c3ccccc3C(=O)N2[C@@H]1C(=O)NC1CCCC1 (stereo partly drawn),-2,-1.4,27,2,-0.3,13,-9,2,i
C=CCN(CC=C)C(=O)CN1C(=O)NC(c2ccccc2)(c2ccccc2)C1=O,0,0.9,3,0,-0.2,-4,0,2,i
